Assay outcomes as filed in PubChem.
Jurkat NFkB inh – inhibitors of the PMA/ionomycin-induced NF-kB reporter in Jurkat cells | 330,000 compounds, 0.53% hits | AID 435003 | inhibition, % at 4 µM | PMA/ionomycin-induced NF-kB luciferase reporter, luminescence
EBI2 block – blocks human EBI2 receptor beta-arrestin signaling; P32249; EBI2 beta-arrestin recruitment, luminescence, 7a,25-OHC stimulated; inhibition, % at 5 µM; 360,000 compounds, 0.81% hits; AID 651636; in the data active means inhibition above about 38%;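 further: enzyme fragment complementation signal reports receptor beta-arrestin coupling in cells; 0% = agonist plus DMSO wells and 100% = wells without agonist; some results beyond the cut were filed as inactive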
697 NFkB inh – inhibitors of the PMA/ionomycin-induced NF-kB reporter in 697 B cells; AID 435022; 330,000 compounds, 0.33% hits; inhibition, % at 4 µM; 697 B-cell NF-kB luciferase reporter, 16 h; in the data active means inhibition above about 35%
CCR6 antagonist – blocks CCL20-driven beta-arrestin recruitment at human CCR6; P51684; CHO-K1 CCR6 PathHunter beta-arrestin, luminescence, CCL20-stimulated; inhibition, % at 20 µM; 340,000 compounds, 0.49% hits; AID 493098;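 active means compounds whose inhibition of the agonist-driven luminescence signal at 20 µM reaches about 50%, limit read from the data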;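 further: cells stimulated with CCL20 at 14 nM final; plate controls were DMSO with CCL20 for no effect and DMSO without agonist for full effect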
Target sequence (P51684 whole entry, looked up): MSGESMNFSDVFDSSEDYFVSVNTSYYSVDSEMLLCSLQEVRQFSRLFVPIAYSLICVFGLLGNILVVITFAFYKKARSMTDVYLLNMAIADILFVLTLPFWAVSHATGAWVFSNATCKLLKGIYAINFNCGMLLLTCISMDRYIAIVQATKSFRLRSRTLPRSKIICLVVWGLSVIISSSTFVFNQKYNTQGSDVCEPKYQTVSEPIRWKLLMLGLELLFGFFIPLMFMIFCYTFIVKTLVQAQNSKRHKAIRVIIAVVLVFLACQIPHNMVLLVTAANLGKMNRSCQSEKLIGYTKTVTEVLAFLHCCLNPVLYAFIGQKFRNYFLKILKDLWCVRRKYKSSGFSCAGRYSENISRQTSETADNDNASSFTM
Apaf-1 inh – inhibitors of human Apaf-1 apoptosome; reconstituted apoptosome caspase-3 activity, DEVD-Rh110 fluorescence; inhibition, % at 20 µM; 330,000 compounds, 0.71% hits; active means inhibition of at least 40% at 20 µM;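 further: plate controls were DMSO wells for no effect and DEVD-CHO caspase inhibitor wells for full effect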
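Material: biochemical Apaf-1 apoptosome reconstitution. Medium: Hepes buffer, pH 7.5. Also added: cytochrome c activation, bis-DEVD rhodamine 110 substrate. Timing: 30 min compound preincubation, 50 min activation, room temperature. Measured by: rhodamine 110 fluorescence at Ex 480/Em 540 nm.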
UBC13 inh – inhibitors of human UBC13 polyubiquitin chain formation; P61088; TR-FRET; inhibition, % at 20 µM; 330,000 compounds, 0.47% hits; in the data active means inhibition above about 45%, passing the limit was not always enough
Target sequence (P61088 whole entry, looked up): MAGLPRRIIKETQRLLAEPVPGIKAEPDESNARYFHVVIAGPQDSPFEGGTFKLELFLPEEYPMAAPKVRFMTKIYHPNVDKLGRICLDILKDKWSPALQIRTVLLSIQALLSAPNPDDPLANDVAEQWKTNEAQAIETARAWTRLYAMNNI
Gli-Sufu antag – blocks Gli-Sufu signaling in a luciferase reporter. inhibition, % at 5 µM. Sufu-KO-LIGHT fibroblasts, Gli luciferase reporter luminescence. 340,000 compounds, 0.74% hits. AID 588413;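 active means inhibition above about 55%, limit read from the data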;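 further: 0% = DMSO-treated cells and 100% = wells with medium but no cells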
SENP8 block – blocks the human protease SENP8. purified SENP8, Z-RLRGG-aminoluciferin cleavage, luminescence. inhibition, % at 10 µM. 330,000 compounds, 1.2% hits. AID 2540
Target sequence (Q96LD8 whole entry, looked up): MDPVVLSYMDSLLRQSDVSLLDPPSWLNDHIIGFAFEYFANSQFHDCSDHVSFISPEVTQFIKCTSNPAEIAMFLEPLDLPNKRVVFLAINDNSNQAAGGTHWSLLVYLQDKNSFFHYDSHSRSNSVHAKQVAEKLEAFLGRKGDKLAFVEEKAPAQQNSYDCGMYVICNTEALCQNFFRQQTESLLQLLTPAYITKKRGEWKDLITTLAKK
* hit, by the source's call; . = no result given. Unless noted, no stated cut-off is given here; in the data, active means inhibition above about 50%; inactive means the rest.

SMILES | Jurkat NFkB inh | EBI2 block | 697 NFkB inh | CCR6 antagonist | Apaf-1 inh | UBC13 inh | Gli-Sufu antag | SENP8 block
COC(=O)c1ccc(Nc2ncnc3c2cnn3-c2cccc(C)c2)cc1 | -6.0 | 24.1 | -8.4 | -9.0 | -1.1 | 27.6 | -13.1 | -5.0
CC1=CC(C)(C)N(C(=O)c2ccccc2)c2ccc(C)cc21 | 0.6 | 31.7 | 21.7 | 35.4 | 7.5 | 6.3 | 0.1 | 1.7
COc1ccc(OC)c(NC(=O)CCC(=O)Nc2nnc(C(F)(F)F)s2)c1 | -17.8 | -8.0 | 8.7 | -15.4 | 0.1 | 2.0 | -3.9 | 4.7
COC(=O)C(C)(C)ONC(=O)Nc1ccccc1 | 2.7 | -7.8 | 0.1 | 0.0 | 3.3 | -1.9 | -8.2 | -13.1
CC(=O)N1CCC(N(CCCOC(C)C)C(=O)Nc2ccc(Cl)cc2)CC1 | 14.7 | -2.4 | 11.8 | -5.4 | -2.0 | -0.7 | . | 1.3
CCN(CC(=O)NCc1cccs1)c1ccc(S(=O)(=O)N2CCCC2)cn1 | -1.6 | -0.5 | 13.1 | 12.4 | -19.7 | 2.6 | 10.0 | 5.2
COc1ccccc1N1CCN(C(=O)c2ccc3[nH]c4c(c3c2)CCCC4)CC1 | 4.0 | -9.0 | 8.8 | 14.1 | 9.9 | -2.1 | -3.3 | 1.3
Cc1ccc(C)c(-c2nnc(NC(=O)c3ccco3)o2)c1 | 0.6 | -0.7 | 9.5 | 9.8 | 5.8 | -2.9 | -0.2 | -6.1
COc1cc(CC(=O)NNC(=O)c2cc(C)oc2C)cc(OC)c1OC | 2.2 | -6.8 | 6.8 | -5.7 | -3.3 | 8.8 | 41.0 | -5.7
CN(CCCN1CCOCC1)C(=O)c1cc(COc2c(F)cccc2F)on1 | -5.7 | -1.6 | -37.9 | 6.6 | 11.4 | -5.9 | 0.6 | 0.1
O=C(Cc1cccs1)N1CCN(S(=O)(=O)c2cccc([N+](=O)[O-])c2)CC1 | 13.1 | -18.1 | 5.6 | 0.8 | 4.9 | -11.0 | -1.2 | 5.3
CC(=O)Nc1cccc(NC(=O)COc2ccccc2C)c1 | -19.9 | 2.7 | -6.4 | 3.3 | -11.2 | -5.8 | -16.4 | -3.2
Cc1cc(C(=O)Nc2ccccc2C(=O)N2CCCCC2)ccc1[N+](=O)[O-] | -17.5 | -10.0 | 6.5 | 0.4 | 1.2 | -2.5 | -4.4 | 2.9
CCn1c(SCC(=O)NCCCN2CCCC2=O)nnc1-c1cccc(C)c1 | -28.5 | -1.0 | -28.7 | 8.2 | 1.4 | -4.5 | -1.6 | 8.4
Cc1cc(F)ccc1S(=O)(=O)N(CC(=O)N1CCOCC1)CC(=O)N1CCOCC1 | 7.4 | -8.7 | 22.7 | 4.5 | -0.6 | 3.2 | 2.1 | 3.2
O=C(NC1Cc2ccccc2C1)c1cc(COc2cccc(C(F)(F)F)c2)on1 | -0.4 | 9.9 | -9.3 | 9.9 | 2.2 | -4.7 | -2.1 | -14.5
N#Cc1nc(-c2cccc3ccccc23)oc1NCCN1CCCCC1 | -12.2 | -0.9 | 3.8 | 23.4 | 4.0 | 71.2* | -0.5 | -0.3
Clc1ncccc1-c1nc2ccccc2s1 | -51.9 | -8.8 | -31.0 | 23.3 | -1.6 | 7.7 | -42.3 | 26.4
O=C(NC(Cc1ccc(O)cc1)C(=O)O)c1ccco1 (stereo not drawn) | 11.5 | -11.1 | 19.6 | 18.6 | -8.8 | -2.4 | 1.8 | 2.1
CCCCNC(=S)Nc1ccc([N+](=O)[O-])cc1 | 2.6 | 3.4 | -3.8 | 21.9 | -2.1 | -12.5 | 26.6 | -4.0
CCOC(=O)c1cc(NC(=O)c2cccnc2)ccn1 | -0.3 | 1.4 | -2.4 | -0.6 | -17.1 | 5.1 | -2.5 | -5.2
COc1ccc(NCCC(O)c2ccc(Cl)cc2)cc1 (stereo not drawn) | -0.8 | 18.3 | 0.2 | 7.1 | 3.5 | 7.0 | 5.4 | 4.3
CC[n+]1c(C)n(C)c2cc(S(=O)(=O)N(C)C)ccc21 | -21.0 | -14.3 | -8.9 | 16.1 | 2.7 | -3.5 | -0.5 | -8.0
COc1ccc(S(=O)(=O)N(Cc2cc3cc(C)ccc3[nH]c2=O)CC2CCCO2)cc1 (stereo not drawn) | -3.1 | -2.6 | -41.1 | 4.8 | 23.9 | -22.1 | -0.9 | -8.8
COc1ccc(CC(=O)NNS(=O)(=O)c2ccc3ccccc3c2)cc1OC | 4.3 | -5.3 | 5.4 | -27.3 | 4.8 | 2.0 | -24.3 | -5.8

Entries of single compounds, quoted from the list.
COc1ccc(OC)c(NC(=O)CCC(=O)Nc2nnc(C(F)(F)F)s2)c1 is entered as Jurkat NFkB inh = -17.8; EBI2 block = -8.0; 697 NFkB inh = 8.7; CCR6 antagonist = -15.4; Apaf-1 inh = 0.1; UBC13 inh = 2.0; Gli-Sufu antag = -3.9; SENP8 block = 4.7
COC(=O)C(C)(C)ONC(=O)Nc1ccccc1 is entered as Jurkat NFkB inh = 2.7; EBI2 block = -7.8; 697 NFkB inh = 0.1; CCR6 antagonist = 0.0; Apaf-1 inh = 3.3; UBC13 inh = -1.9; Gli-Sufu antag = -8.2; SENP8 block = -13.1

Further structures follow.
SMILES | Jurkat NFkB inh | EBI2 block | 697 NFkB inh | CCR6 antagonist | Apaf-1 inh | UBC13 inh | Gli-Sufu antag | SENP8 block
Cn1cnnc1SCC(=O)NC1CCCc2ccccc21 (stereo not drawn) | -5.1 | 3.6 | 12.0 | 11.4 | -12.0 | 3.4 | 8.2 | 4.5
CN(C1=C(NC(=O)c2ccc(Cl)cc2)C(=O)c2ccccc2C1=O)c1ccccc1 | -5.7 | 29.7 | -6.0 | 38.7 | 34.5 | -48.5 | 29.4 | 9.7
O=C1CC(c2ccccc2)n2nc(NC(=O)C3CCCO3)nc2N1 (stereo not drawn) | -4.4 | -3.9 | 12.1 | -7.0 | -2.6 | 11.6 | 1.0 | -0.4
Cc1ccnc(NC(=O)c2cc3ccccc3o2)c1 | -46.2 | 4.6 | -238.7 | 14.4 | -0.1 | -9.0 | -43.8 | 90.2*
Cc1[nH]c(C(=O)N/N=C/c2ccc(C(=O)O)cc2)c(C)c1C(=O)N/N=C/c1ccc(C(=O)O)cc1 | -8.7 | -7.4 | 10.4 | 5.6 | -1.7 | -20.6 | -4.8 | 3.7
COc1cccc2cc(C(C)N(CCCN3CCOCC3)C(=S)Nc3c(C)cccc3C)oc12 (stereo not drawn) | 6.4 | 1.1 | 2.2 | 10.3 | 0.7 | 4.4 | 10.1 | 4.1
C=CCC(CC)C(=O)NC(=O)N1CCCc2ccccc21 (stereo not drawn) | -6.2 | 0.3 | 7.2 | 7.1 | -6.4 | -2.8 | -10.8 | 4.4
N/C(=N\OC(=O)/C=C/c1ccccc1)c1ccc(Br)cc1 | -12.1 | 4.9 | -17.4 | 15.2 | 2.2 | -2.5 | -8.5 | -7.5
CS(=O)(=O)N(CC(=O)N/N=C/c1cccc2c1OCCO2)c1ccccc1Br | 2.7 | 8.5 | 21.5 | -7.5 | 8.1 | 6.7 | 4.8 | 3.2
Cc1c(C)c2ccc(OCC(=O)Nc3ccccn3)c(C)c2oc1=O | 91.0* | -3.1 | 8.9 | -1.3 | 4.4 | 6.4 | 51.1 | 92.2*
CCCn1c(SCC(=O)NCc2ccc(Cl)cc2)n[nH]c1=O | 2.3 | -8.7 | 10.5 | -2.4 | -2.0 | 22.5 | 39.9 | -5.8
O=C(CC(=O)NC1CCCCC1)N/N=C/c1ccccc1[N+](=O)[O-] | -29.0 | 5.8 | -4.5 | -5.8 | -2.3 | -0.7 | -48.2 | 1.0
CCNC(=S)NNC(=O)c1cc(-c2cccc(OCC)c2)nc2ccccc12 | -13.3 | 11.1 | -9.9 | 11.2 | -14.5 | -9.0 | -14.3 | -1.5
O=C(Oc1cccc(-n2cnnn2)c1)c1ccccc1 | 13.6 | -6.7 | 12.4 | 5.9 | -16.4 | 11.8 | -1.6 | 2.9
CCOc1ccc(C(=O)NCC(=O)NCC(c2cccs2)N2CCOCC2)cc1 (stereo not drawn) | 5.4 | -2.9 | 13.4 | -0.4 | 17.3 | 10.8 | -2.1 | -15.2
CC1CCN(S(=O)(=O)c2cc3c4c(c2)CCN4C(=O)CC3)CC1 | -23.9 | -1.7 | 13.9 | 12.5 | 5.3 | -4.4 | -7.3 | -0.8
CNCC(=O)Nc1ccc(OC(F)(F)F)cc1 | -17.1 | -13.1 | -7.0 | -2.2 | -1.9 | -17.4 | 14.8 | -2.7
Cc1cccc(N2CSC3=C(C#N)C(c4ccc(C)o4)CC(=O)N3C2)c1 (stereo not drawn) | -23.7 | . | -2.8 | . | 26.6 | 17.9 | . | -3.1
CCCCOc1ccc(NS(=O)(=O)c2ccc(-n3cnnn3)cc2)cc1 | 27.7 | 1.1 | -20.0 | -3.6 | 1.7 | -10.9 | 28.2 | 8.1
O=C(Nc1ccc(F)c(Cl)c1)C1CCCCC1 | 9.9 | 11.4 | 0.1 | 3.8 | -0.8 | 8.8 | -3.2 | 6.3
Cc1ccc2[nH]c3c(c2c1)CN(C(=O)CN1CCN(C(=O)c2ccco2)CC1)CC3 | 0.5 | . | -4.2 | . | 19.4 | -1.2 | . | -7.3
Cc1cc(OC(C)C(=O)NCC2CCC(C(=O)O)CC2)c2c(C)c(C)c(=O)oc2c1 (stereo not drawn) | -7.0 | -6.8 | 8.8 | -9.3 | -1.0 | 12.0 | 4.7 | -7.8
CCOC(=O)C1CCN(C(=O)COc2cc(C)c(Br)c(C)c2)CC1 | 0.5 | 74.6* | -2.8 | -17.9 | 16.5 | 11.0 | -17.9 | -0.8
CCN(C(=O)COC(=O)/C=C/c1cccc(Br)c1)C1CCS(=O)(=O)C1 (stereo not drawn) | 13.9 | -9.0 | 22.1 | 9.6 | 8.4 | 4.4 | -14.0 | -7.4
CSCCC(NS(=O)(=O)c1ccccc1F)C(=O)NCc1ccncc1 (stereo not drawn) | 17.4 | 1.7 | 12.6 | 5.2 | -4.1 | 0.6 | -3.2 | 16.2
CC(C)(C)[C@H]1COC(=O)[C@H](NC(=O)OCC2c3ccccc3-c3ccccc32)C/C=C\C[C@@H](CC(=O)N(CCO)Cc2ccccc2)C(=O)N1 | -5.2 | 10.2 | -16.2 | 7.2 | 30.5 | 1.5 | 58.4* | -11.5
O=C(NCC1CCCO1)c1cccc(NC(=O)c2ccc(Br)cc2)c1 (stereo not drawn) | -10.8 | 18.9 | 4.3 | 13.1 | -3.5 | -1.6 | 4.0 | -11.8
CCOc1ccc(-c2cc(C(=O)NN=C3CCN(C)CC3)[nH]n2)cc1 | -44.5 | -6.5 | -59.8 | 11.4 | 2.1 | 5.7 | -14.9 | -4.0
C=CCn1c(Sc2nnc(C)s2)nc2c1c(=O)[nH]c(=O)n2C | -3.5 | -16.3 | -6.3 | 9.3 | -5.6 | 9.1 | 3.0 | 6.4
CCOC(=O)C1C(=O)NC(N2CCCCC2)=NC1c1ccco1 (stereo not drawn) | -9.2 | 1.3 | 4.4 | 12.6 | -7.0 | -3.9 | -16.9 | -4.1

Among those listed so far, these contain a Cl atom:
SMILES | Jurkat NFkB inh | EBI2 block | 697 NFkB inh | CCR6 antagonist | Apaf-1 inh | UBC13 inh | Gli-Sufu antag | SENP8 block
CC(=O)N1CCC(N(CCCOC(C)C)C(=O)Nc2ccc(Cl)cc2)CC1 | 14.7 | -2.4 | 11.8 | -5.4 | -2.0 | -0.7 | . | 1.3
Clc1ncccc1-c1nc2ccccc2s1 | -51.9 | -8.8 | -31.0 | 23.3 | -1.6 | 7.7 | -42.3 | 26.4
COc1ccc(NCCC(O)c2ccc(Cl)cc2)cc1 (stereo not drawn) | -0.8 | 18.3 | 0.2 | 7.1 | 3.5 | 7.0 | 5.4 | 4.3
CN(C1=C(NC(=O)c2ccc(Cl)cc2)C(=O)c2ccccc2C1=O)c1ccccc1 | -5.7 | 29.7 | -6.0 | 38.7 | 34.5 | -48.5 | 29.4 | 9.7
CCCn1c(SCC(=O)NCc2ccc(Cl)cc2)n[nH]c1=O | 2.3 | -8.7 | 10.5 | -2.4 | -2.0 | 22.5 | 39.9 | -5.8
O=C(Nc1ccc(F)c(Cl)c1)C1CCCCC1 | 9.9 | 11.4 | 0.1 | 3.8 | -0.8 | 8.8 | -3.2 | 6.3

The list is partial; the hit share may differ from the screen's.
